Compound activity: PubChem, National Center for Advancing Translational Sciences (NCATS)
Nrf2 block – blocks Nrf2 signaling | Potency, µM (highest dose often 46 µM), for inactives: top-dose activity change, negative = inhibition, most hits filed as inhibitors | A549 ARE-Fluc reporter, luciferase luminescence, 18-24 h | hit rate 2.1% among 360,000; further: potency means the concentration at half of the fitted maximal effect; on the % scale 0 is the no-effect control and ±100 the full control effect; nearly all actives have a fitted effect of over 60% in size
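Cells were seeded and rested 2 h, then exposed to compounds for 18-24 h. CellTiter-Fluor was read first as a viability measure. BugLite was added 15 min before the final luminescent read of ARE-luciferase activity in A549 cells.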
TGFb SMAD3 inh – TGF-b pathway inhibition; HepG2 CAGA-GFP TGF-b/SMAD3 reporter, GFP fluorescence, 18 h; TGF-beta stimulated, 500 pg/mL final; AID 588855; Potency, µM (titrated, usually from 46.1 µM), inactives show at the top dose activity, negative = inhibition, usual class: inhibitors; hit rate 1.2% among 410,000; further: potency means the concentration at half of the fitted maximal effect; on the % scale 0 is the no-effect control and ±100 the full control effect; nearly all actives have a fitted effect of over 65% in size
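Using HEPG2 CAGA-GFP reporter cells at 1000 cells/well, we pinned test compounds, stimulated with recombinant TGF-beta (500 pg/mL final) and measured total well GFP after 18 h.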
EPAC2 antag – antagonists of human EPAC2 | Q8WZA2 | EPAC2 GEF exchange of Rap1B-BODIPY-GDP, fluorescence | Potency, µM (doses to about 114 µM), for the others: top-dose activity, negative = inhibition, usual class: inhibitors | hit rate 0.18% among 360,000 | AID 720708; further: potency means the concentration at half of the fitted maximal effect; on the % scale 0 is the no-effect control and ±100 the full control effect; nearly all actives have a fitted effect of over 45% in size; many of its hits are not listed in these tables
Target sequence (Q8WZA2 whole entry, looked up): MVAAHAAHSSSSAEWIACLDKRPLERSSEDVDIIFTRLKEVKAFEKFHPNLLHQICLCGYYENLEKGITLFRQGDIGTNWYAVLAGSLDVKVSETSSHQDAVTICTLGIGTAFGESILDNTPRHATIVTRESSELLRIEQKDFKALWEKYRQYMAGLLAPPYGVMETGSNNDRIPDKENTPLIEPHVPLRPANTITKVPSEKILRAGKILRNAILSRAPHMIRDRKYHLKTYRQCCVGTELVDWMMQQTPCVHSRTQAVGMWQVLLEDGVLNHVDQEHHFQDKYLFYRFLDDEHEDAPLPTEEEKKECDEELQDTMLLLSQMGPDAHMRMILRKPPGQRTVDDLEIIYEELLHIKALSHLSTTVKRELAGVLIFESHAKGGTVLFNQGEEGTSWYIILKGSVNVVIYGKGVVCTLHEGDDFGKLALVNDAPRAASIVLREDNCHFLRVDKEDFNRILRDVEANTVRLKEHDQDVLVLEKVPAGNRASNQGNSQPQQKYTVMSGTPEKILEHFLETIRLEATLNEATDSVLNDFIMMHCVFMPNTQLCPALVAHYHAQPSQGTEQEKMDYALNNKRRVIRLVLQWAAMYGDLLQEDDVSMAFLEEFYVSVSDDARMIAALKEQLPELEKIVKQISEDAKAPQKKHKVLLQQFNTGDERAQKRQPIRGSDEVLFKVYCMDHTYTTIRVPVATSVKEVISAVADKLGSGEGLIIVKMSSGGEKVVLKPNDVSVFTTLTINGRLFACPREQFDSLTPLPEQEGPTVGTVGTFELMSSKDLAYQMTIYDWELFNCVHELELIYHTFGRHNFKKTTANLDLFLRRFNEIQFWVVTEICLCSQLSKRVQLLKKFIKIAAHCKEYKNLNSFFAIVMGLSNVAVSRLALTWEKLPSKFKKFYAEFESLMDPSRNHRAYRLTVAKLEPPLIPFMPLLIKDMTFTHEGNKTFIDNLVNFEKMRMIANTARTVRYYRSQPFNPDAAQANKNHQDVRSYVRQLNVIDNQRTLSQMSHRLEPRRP
Nrf2 activator – Nrf2 pathway activation | Potency, µM (series often up to 46.1 µM), for inactives: at the top dose activation, hits mostly activators | hit rate 0.31% among 410,000 | AREc32 ARE-luciferase reporter (MCF7-derived line), luminescence, 24 h; further: potency means the concentration at half of the fitted maximal effect; % of control where 0% means no effect; nearly all actives have a fitted effect of over 65% in size
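Nrf2 activation is followed as ARE-luciferase induction in the AREc32 line after one day of compound treatment; luminescence is read with Steady-Glo.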
Akt phos inh – Akt phosphorylation inhibition; Neuro2A IGF-stimulated pAkt S473 HTRF, 20 min; active compounds read low; activity change, % for hits at 50 µM; hit rate 0.32% among 360,000; in the data active means activity change below about -80%; inconclusive means mostly about -51% to -80%; further: on the % scale 0 is the no-effect control and ±100 the full control effect
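Single-point screen (50 µM final compound) in Neuro2A cells stimulated 20 min with 6 nM IGF at 37 deg C. After lysis, Ser473-phosphorylated Akt read by HTRF (ex 330 nm, em 615/665 nm) as the 665/615 ratio.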
A549 tox – kills or reduces viability of A549 cells in Nrf2 counter-screen; A549 ARE-Fluc cells, CellTiter-Fluor viability, 18-24 h; Potency, µM (highest dose often 46 µM), for inactives: at the highest dose activity change, negative = cytotoxicity, most hits filed as inhibitors; hit rate 0.16% among 390,000; AID 504648; further: potency means the concentration at half of the fitted maximal effect; on the % scale 0 is the no-effect control and ±100 the full control effect
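A549 ARE-Fluc cells in 5% FBS OPTI-MEM, 5000 cells/well, rested 2 h then exposed to compounds in concentration-response for 18-24 h at 37 °C. Viability by CellTiter-Fluor fluorescence (Ex 405/Em 525) after 30 min; luciferase luminescence (BugLite, 15 min, RT) read afterwards.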
MmCpn inh – inhibitors of Methanococcus maripaludis chaperonin (MmCpn); AID 504842; purified Mm-Cpn ATPase, ADP Transcreener TR-FRET; hit rate 0.031% among 330,000; Potency, µM (highest dose often 76.9 µM), inactives show at the top dose activity, negative = inhibition, hits mostly inhibitors; further: potency means the concentration at half of the fitted maximal effect; on the % scale 0 is the no-effect control and ±100 the full control effect; nearly all actives have a fitted effect of over 80% in size
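Measured: ADP formation by purified Mm-CPN. Conditions: 25 nM protein, 10 uM ATP, Tris pH 7.4 with Mg2+, K+ and DTT, 37°C for 30 min. Detection: Transcreener HTRF after 30 min at room temperature.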
EPAC2 ag – EPAC2 (human) agonism | Q8WZA2 | Potency, µM (top dose mostly 154 µM), for the others: top-dose activation, usual class: activators | EPAC2 activation, biochemical qHTS; response scale: 100% = 6.5 mM cAMP response | hit rate 0.079% among 360,000; further: potency means the concentration at half of the fitted maximal effect; nearly all actives have a fitted effect of over 50% in size
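Setup: EPAC2 100 nM, labeled Rap1B complex 250 nM, free GDP 50 uM. Compound titrations pinned in, brief spin, 5 min room temperature incubation. Kinetic fluorescence read over 30 min, normalized to 6.5 mM cAMP.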
CCT modulator – changes cytosolic chaperonin activity | purified chaperonin ATPase assay, HTRF ADP detection, 30 min | activity change, % (concentration not given with the values), hits read low | hit rate 0.3% among 360,000 | AID 651819; in the data active means activity change below about -30%; further: on the % scale 0 is the no-effect control and ±100 the full control effect
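First, chaperonin was dispensed at 40 nM or 20 nM final depending on batch activity. Next, compounds were pinned at 76 uM and ATP added at 10 uM. After 30 min at 37 °C, ADP detection reagents ran 30 min at ambient temperature.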
The depositor's hits bear a star; i = inactive; ? = inconclusive; / = not tested or not shown; & = joins results of further samples; [ ] = dose if it differs, or a comment. Unless noted, the call rests on the fitted dose curve; in most records, active means well fitted curve in the direction sought with a large enough effect; inconclusive means small, poorly fitted or top-dose-only effect, or another doubt; inactive means no such curve, though single readings can be large; an effect the other way counts as inactive or inconclusive.

Results follow in this order: Nrf2 block	TGFb SMAD3 inh	EPAC2 antag	Nrf2 activator	Akt phos inh	A549 tox	MmCpn inh	EPAC2 ag	CCT modulator
- COc1ccccc1-n1c(SCc2cc(=O)oc3cc(O)ccc23)nc2ccccc2c1=O
 : 5.5%	?	-14.1%	0.2%	i	-19.3%	-9.9%	13.9%	-2.9
- COc1ccc(-n2nc3c(c2NC(C)=O)CS(=O)(=O)C3)cc1
 : 2.8%	4.6%	5.4%	-0.8%	i	6.3%	1.2%	6.8%	-0.7
- CCC(CC)NC(=O)CN1CCN(S(=O)(=O)c2ccc(Br)s2)CC1
 : -21.3%	-24.2%	-5.2%	-0.4%	i	-1.7%	-1.9%	-1.7%	-0.5
- CN1C(=O)C(C)(C)c2cc(S(=O)(=O)N3CCCC(C(=O)NCc4ccccc4Cl)C3)ccc21 (configuration not stated)
 : ?	-16.0%	-10.5%	5.5%	i	-10.5%	0.0%	17.3%	-1.0
- Brc1ccccc1-c1nnc(CSc2nnc3sc4ccccc4n23)o1
 : 12.0%	0.0%	-3.9%	?	i	-1.0%	-0.9%	6.3%	-2.3
- COC(=O)C1=C(C(=O)OC)[C@@H]2N(C)c3ccc(OC)cc3[C@@]23C[C@@H](C(=O)OC)N(C(=O)c2ccc(Br)cc2)C3=N1
 : ?	?	5.1%	0.3%	i	-25.3%	-0.2%	12.0%	-2.8
- CC(=O)Nc1ccc(NC(=O)CN(C)S(=O)(=O)c2ccc3c(c2)CCCC(=O)N3)cc1
 : 24.3%	-5.9%	/	0.4%	/	-0.9%	/	/	/
- CC(=O)C1=C(O)C(=O)N(Cc2ccco2)C1c1ccccc1F (configuration not stated)
 : /	-4.6%	-10.2%	0.8%	i	?	-1.7%	3.1%	-3.9
- CCOc1ccc(NC(=O)CSc2nccn2C)cc1
 : -3.4%	4.0%	1.8%	-0.1%	/	-13.7%	1.2%	-0.9%	1.6
- COc1cccc(-c2c(-c3cc(OC)cc(OC)c3)n(C)c3ccc(Br)cc23)c1
 : -18.1%	?	2.5%	0.5%	i	1.6%	-12.3%	6.0%	0.9
- Cc1ccc(S(=O)(=O)NC(=O)C2(C)CCN2C(=O)CC2CCCCC2)nc1 (configuration not stated)
 : /	-4.6%	10.4%	-0.2%	i	/	/	10.5%	0.4
- CN(Cc1c(F)cccc1Cl)C(=O)CNC(=O)c1cccs1
 : ?	1.5%	3.5%	4.9%	i	-2.0%	0.1%	9.5%	-4.7
- C[C@H](CO)N1C[C@H](C)[C@H](CN(C)Cc2cncnc2)Oc2ncc(C#CC3(O)CCCC3)cc2C1=O
 : /	2.9%	4.5%	-1.0%	i	/	/	-8.8%	-1.0
- O=C(CSc1nc2ccccc2n1CC(=O)NCc1ccccc1)NCc1ccco1
 : -2.8%	7.0%	-0.4%	0.2%	i	20.3%	1.6%	-5.6%	-1.6
- Oc1c(N=NC(=S)Nc2ccccc2F)c2ccccc2n1Cc1ccc(F)cc1
 : -23.0%	-23.8%	2.4%	0.4%	i	-10.5%	-6.4%	1.8%	2.4
- O=C(Nc1ccc(OC(F)(F)F)cc1)c1ccc2nccnc2c1
 : 13µM*	-16.1%	-11.8%	6.3%	i	?	-1.4%	-7.6%	0.3
- N#Cc1ccc(OCC(=O)Nc2ccccc2NS(=O)(=O)c2cccs2)cc1
 : 2.2%	3.4%	18.7%	6.1%	i	-9.1%	1.9%	8.4%	-1.8
- CC(=O)Nc1ccc2oc(-c3ccccc3)nc2c1
 : ?	0.2%	7.8%	5.9%	i	-0.8%	-2.7%	11.3%	-2.8
- COc1ccccc1NC(=O)CC(C)n1nc(C)cc1C (configuration not stated)
 : ?	13.7%	/	-1.4%	/	-10.2%	/	/	/
- O=C(Nc1cccc(F)c1)c1cccc2c1C(=O)N(C1CCCCC1)C2
 : ?	26.5%&7.1%	-16.5%	0.0%&2.1%	/	0.1%&-1.2%	1.5%	3.3%	-2.4
- CC(=O)N/C(=N/c1nc(C)cc(C)n1)Nc1ccc(C)cc1C
 : -8.7%	?	-3.5%	-0.3%	i	-9.7%	0.1%	-6.7%	-1.5
- O=C1SC(SCc2ccccc2Cl)=N/C1=C\c1ccc(C(=O)O)cc1
 : 8.0%	-1.8%	2.7%	-0.6%	i	7.9%	-5.5%	6.8%	-2.9
- COc1ccc([N+](=O)[O-])c(S(=O)(=O)c2ccc(Cl)cc2)n1
 : 13.0%	1.78µM*	1.4%	-1.8%	i	-2.8%	1.5%	-1.7%	-0.3
- Cc1cc(C)cc(NC(=S)N2CCC(c3nc4ccccc4s3)CC2)c1
 : -23.0%	?	-9.9%	-0.1%	i	9.0%	1.7%	17.3%	-6.2
- O=C(Nc1cccc(S(=O)(=O)Nc2ccc(Cl)cc2)c1)c1ccccn1
 : 8.2µM*	-31.4%	-8.2%	-0.1%	i	?	0.6%	28.2%	1.7
- CCOC(=O)COc1ccc(/C=C2/SC(=Nc3ccccc3)N(Cc3cccnc3)C2=O)cc1OC
 : ?	3.2%	3.5%	2.7%	i	-7.7%	-1.4%	2.9%	2.2
- O=C(NNC(=O)C(c1ccccc1)c1ccccc1)c1ccccn1
 : 14.6µM*	?	-3.6%	13.0%	i	?	0.5%	-1.7%	0.6
- Cc1ccc(S(=O)(=O)c2nnn3c2nc(NCc2ccc(F)cc2)c2sccc23)cc1
 : 1.9%	33.5%[activator]	/	0.5%	/	-1.9%	/	/	/
- CC(C)(C)n1cnnc1Sc1ccc([N+](=O)[O-])cn1
 : ?	?	1.0%	?	i	9.7%	-0.7%	7.1%	-0.1
- O=C(COC(=O)c1cccs1)Nc1ccccc1Cl
 : 7.0%	2.5%	4.6%	2.3%	i	-2.9%	1.7%	2.9%	-1.1
- Nc1c2c(nc3ccc(Br)cc13)N(c1ccccc1)CC2
 : ?	?	-7.4%	4.7%	i	-18.1%	-8.3%	?	-0.4
- c1ccc(CSc2nnc(-c3ccco3)n2Cc2ccco2)cc1
 : ?	-13.5%	-1.5%[57.1 µM]	3.1%	i	-3.2%	2.3%	-0.9%	0.7
- COCCSc1nnc(NC(=O)COC)s1
 : 3.6%	-10.8%	14.9%	-0.1%	i	-5.6%	2.6%	-1.5%	0.4
- Cc1c(Cl)c([N+](=O)[O-])nn1CC(=O)NCC1CCCO1 (configuration not stated)
 : -25.3%	-14.9%	11.4%	-0.2%	i	0.6%	0.3%	-1.7%	-0.7
- O=S(=O)(c1ccccc1Cl)N1CCCC1c1nc(-c2ccccc2Cl)no1 (configuration not stated)
 : 16.4µM*	-0.5%	-2.6%	-0.1%	i	-16.1%	-0.7%	11.5%	-1.4
- CC(NC(=O)Cn1nc(C(=O)O)c2ccccc2c1=O)c1ccccc1 (configuration not stated)
 : 24.4%	4.1%	5.3%	24.9%	i	-1.7%	1.0%	-1.7%	-1.4
- CC1CC(CC(C)C(=O)NC(=S)Nc2ccc(S(N)(=O)=O)cc2)C(=O)O1 (configuration not stated)
 : -5.8%	1.8%	5.4%	-0.1%	i	1.5%	-1.1%	7.1%	-0.5
- COc1ccc2ncc(S(=O)(=O)c3ccccc3)c(N3CCC4(CC3)OCCO4)c2c1
 : ?	20.3%	-0.5%	0.5%	i	-7.0%	-0.8%	11.8%	-4.5
- CCN1C(=O)[C@H]2[C@@H](c3ccc(C(F)(F)F)cc3)N[C@]3(CCCN(Cc4ccc(Br)cc4)C3=O)[C@H]2C1=O
 : /	4.2%	-8.4%	2.4%	i	/	/	8.7%	1.8
- O=C(CN1CCN(Cc2ccc(Cl)cc2)CC1)N/N=C/c1c[nH]c2ccccc12
 : -12.0%	?	-7.2%	6.6%	i	0.4%	0.4%	1.5%	0.7
- C[C@H](O)[C@@H]1C(=O)N2CCc3ccc(-c4ccccc4)cc3[C@@H]2C[C@@H]1N(C)C(=S)Nc1ccc(F)cc1
 : /	?	5.4%	0.4%	i	/	/	4.8%	1.1
- COc1cccc(C(=O)c2cc3cc(Cl)ccc3[nH]2)c1
 : ?	-3.6%	8.2%	4.4%	i	-2.6%	-1.7%	-0.4%	1.7
- C=CCNC(=S)NNC(=O)Cn1c(-c2ccccc2)cc(=O)n2ncnc12
 : 9.8%	11.4%	-0.8%	-0.2%	i	-7.6%	-1.1%	-0.8%	-7.0
- Cc1nnnn1/C(=C\c1ccccc1)C(=O)OCC(=O)Nc1ccc(Cl)cc1F
 : ?	-12.7%	7.9%	22.5%	i	?	-1.1%	-6.7%	0.2
- Cc1ccc2[nH]c(=O)c(CN(CCO)C(=O)N(C)C)cc2c1
 : 14.6%	1.6%	-0.8%	-0.2%	i	-9.2%	/	1.8%	-4.2
- Cc1ccc(S(=O)(=O)Nc2nc3n(n2)C(c2ccc(F)cc2)C=C(c2ccccc2)N3)cc1 (configuration not stated)
 : ?	30.2%[activator]	/	2.8%	/	4.7%	/	/	/
- Clc1cccc2c1Sc1ccccc1CC2N1CCNCC1 (configuration not stated)
 : 5.5%	?	1.8%	-3.0%	i	-11.0%	-0.1%	-4.7%	0.6
- CC(c1nccs1)N(C)c1nc2nonc2nc1N(C)C (configuration not stated)
 : -5.2%	26.5%	2.2%	-0.4%	i	1.1%	-7.3%	23.9%	-0.4

Part of the list above, with each value named.
> C=CCNC(=S)NNC(=O)Cn1c(-c2ccccc2)cc(=O)n2ncnc12
  Nrf2 block: 9.8%
  TGFb SMAD3 inh: 11.4%
  EPAC2 antag: -0.8%
  Nrf2 activator: -0.2%
  Akt phos inh: i
  A549 tox: -7.6%
  MmCpn inh: -1.1%
  EPAC2 ag: -0.8%
  CCT modulator: -7.0
> Cc1nnnn1/C(=C\c1ccccc1)C(=O)OCC(=O)Nc1ccc(Cl)cc1F
  Nrf2 block: ?
  TGFb SMAD3 inh: -12.7%
  EPAC2 antag: 7.9%
  Nrf2 activator: 22.5%
  Akt phos inh: i
  A549 tox: ?
  MmCpn inh: -1.1%
  EPAC2 ag: -6.7%
  CCT modulator: 0.2

This is a subset (hit frequency here may not be typical).
